D2 antagonist = D2 dopamine receptor (human) antagonism; HEK293 TREx D2 cells, calcium flux, dopamine EC80; hit rate 2% among 340,000; P14416; inhibition, % at 10 µM; in the data active = inhibition above about 30%; also: 0% is about no effect
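Compounds are added to dye-loaded, induced HEK293 T-REx cells coupled to calcium release via D2; after a 3 min kinetic read an EC80 dopamine stimulus is given and fluorescence is recorded for 3 more min.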
RXFP1 antagonist = antagonists of human relaxin receptor RXFP1; hit rate 0.59% among 350,000; HEK293-RXFP1, relaxin-stimulated cAMP HTRF, 30 min; stronger effect = lower value; activity change, negative = inhibition, % at 57.5 µM; Q9HBX9;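 active = activity change of -60% or lower, but not beyond a set lower limit; inconclusive = change between -60% and -40%, or beyond the set limit; inactive = change above -40%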; also: % is scaled to controls: 0 for no effect and ±100 for the full control effect
Target sequence (Q9HBX9 whole entry, looked up): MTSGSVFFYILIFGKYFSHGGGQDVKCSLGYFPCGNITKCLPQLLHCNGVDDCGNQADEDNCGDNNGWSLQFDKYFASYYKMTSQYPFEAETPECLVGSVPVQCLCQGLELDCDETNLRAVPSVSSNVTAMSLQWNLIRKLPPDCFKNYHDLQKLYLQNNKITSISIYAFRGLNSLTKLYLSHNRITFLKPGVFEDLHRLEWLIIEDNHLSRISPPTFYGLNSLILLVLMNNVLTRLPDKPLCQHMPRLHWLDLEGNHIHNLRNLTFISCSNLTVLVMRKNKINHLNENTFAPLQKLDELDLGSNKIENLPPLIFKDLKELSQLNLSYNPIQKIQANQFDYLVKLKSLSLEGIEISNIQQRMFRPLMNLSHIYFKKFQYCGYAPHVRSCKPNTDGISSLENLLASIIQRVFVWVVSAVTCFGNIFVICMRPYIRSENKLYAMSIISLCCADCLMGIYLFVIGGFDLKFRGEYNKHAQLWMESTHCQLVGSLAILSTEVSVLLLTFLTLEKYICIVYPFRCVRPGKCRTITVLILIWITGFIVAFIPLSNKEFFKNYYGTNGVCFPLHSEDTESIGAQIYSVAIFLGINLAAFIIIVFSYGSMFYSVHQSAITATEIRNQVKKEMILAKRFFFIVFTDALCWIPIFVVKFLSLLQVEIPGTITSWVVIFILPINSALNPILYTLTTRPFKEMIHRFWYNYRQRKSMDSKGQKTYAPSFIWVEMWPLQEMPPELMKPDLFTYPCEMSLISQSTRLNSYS
D1 potentiator = potentiators of human D1 dopamine receptor | P21728 | HEK293 TREx D1 cells, calcium flux, dopamine EC20 potentiation | potentiation, % at 10 µM | hit rate 0.036% among 360,000 | AID 504651; in the data active = potentiation above about 30%; also: 0% is about no effect
D2 potentiator = positively modulates the human D2 dopamine receptor allosterically. P14416. HEK293 T-REx D2, calcium flux, EC20 dopamine potentiation. potentiation, % at 10 µM. hit rate 0.34% among 340,000. AID 485347;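 active = potentiation over 3 SD above the plate norm, cut at about 30% in these data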; also: 0% is about no effect
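Cells plated with tetracycline inducer and held overnight at 30 C; calcium dye loaded 30–90 min at room temperature; baseline taken, compound added and read 180 s; EC20 dopamine then added and read 180 s.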
D1 agonist = human D1 receptor agonism; HEK293 T-REx D1 cells, calcium flux, agonist mode; activation, % at 2 µM; hit rate 1% among 360,000; AID 504660; in the data active = activation above about 30%; also: 0% is about no effect
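Agonism was scored from calcium flux recorded over 180 s (1 read/s) after pintool compound addition, following a 10-cycle baseline. Cells were inducible force-coupled HEK293 TREx D1, plated overnight at 30 C and loaded with no-wash calcium dye.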
D2 ag = activates the human D2 dopamine receptor; HEK293 T-REx D2 cells, calcium flux agonist mode; activation, % at 2 µM; hit rate 0.53% among 340,000; AID 485358;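 active = activation over 3 SD above normal in the single-dose calcium agonist read, cut at about 30% in these data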; also: 0% is about no effect
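In this primary screen, compounds producing a positive calcium signal within 180 s of addition to tetracycline-induced, force-coupled HEK293 Trex D2 cells are flagged; cells are dye-loaded with a no-wash calcium kit beforehand.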
TRHR PAM = allosterically enhances the human TRH receptor; P34981; TRHR cells, fluo-8 calcium fluorescence, EC20 TRH enhancement; enhancement, % at 2 µM; hit rate 0.66% among 360,000; in the data active = enhancement above about 30%; also: 0% is about no effect
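TRHR-expressing cells loaded with fluo-8 calcium dye were read kinetically (ex 480/em 530) during compound addition, then stimulated with an EC20 of TRH (10 nM final). Enhancement of the Gq-mediated intracellular calcium response was scored.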
D1 antag = antagonists of human D1 dopamine receptor. hit rate 3.2% among 360,000. AID 504652. HEK293 TREx D1 cells, calcium flux, dopamine EC80; stronger effect = lower value. P21728. activity change, negative = inhibition, % at 10 µM; in the data active = activity change below about -30%; also: % is scaled to controls: 0 for no effect and ±100 for the full control effect
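HEK293 T-REx cells expressing inducible, force-coupled D1 receptor; no-wash Ca dye, 30–90 min RT. Cmpd → 180 s read at 1 Hz → EC80 DA → 180 s read.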
RXFP1 agonist = RXFP1 (human) receptor agonism; Q9HBX9; HEK293T-RXFP1 cAMP TR-FRET, 30 min; response scale: percent of porcine relaxin response, buffer zero; Potency, µM (titrated, usually from 57.5 µM), inactives show top-dose activation, usual class: activators; hit rate 0.3% among 370,000; active = well fitted activation curve with a large enough effect; inconclusive = small, poorly fitted or top-dose-only effect; also: potency is read from the fitted curve at half-maximal effect; % is scaled to controls: 0 for no effect and ±100 for the full control effect; nearly all actives have a fitted effect of over 60% in size; many of its hits are not listed in these tables
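HEK293 cells stably expressing RXFP1, treated 30 min at 37C with compounds plus PDE4 inhibitor Ro 20174; cAMP measured by HTRF TR-FRET. Normalized to buffer and 29 nM porcine relaxin; EC50 by Hill fit.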
An asterisk follows results filed as active; u = inconclusive; x = no result given; & = joins results of further samples. Not all compounds are listed; count on the stated rates, not on these rows.

SMILES	D2 antagonist	RXFP1 antagonist	D1 potentiator	D2 potentiator	D1 agonist	D2 ag	TRHR PAM	D1 antag	RXFP1 agonist
O=C(c1cnc2sccn2c1=O)N(Cc1ccccc1)c1ccccn1	-9	4	0	11	-2	1.0	-5	-2	0.8%
CN(C)C(=O)c1ccccc1NC(=O)Cc1cccc2ccccc12	1	-3	3	-4	5	-0.4	0	31	-0.2%
O=[N+]([O-])c1cccc(S(=O)(=O)N2CCN(S(=O)(=O)N3CCCCCC3)CC2)c1	1	0	-11	11	3	0.7	21	1	0.9%
O=C(NCc1ccccc1)c1cc(S(=O)(=O)N2CCCCC2)ccc1N1CCOCC1	x	-1	10	x	1	x	-2	-24	-1.7%
O=C1c2oc3ccc(Br)cc3c(=O)c2C(c2cccnc2)N1Cc1ccco1 (stereo not given)	-11	x	-5	16	1	1.0	-5	14	1.5%
O=C(CCC1CCCN(C(=O)C2=CCCC2)C1)N1CCN(c2ccccn2)CC1 (stereo not given)	3	-2	-1	16	1	0.1	-2	6	15%
O=C(O)c1cncc(C#CCC2CCCCC2)c1	-3	-13	4	3	4	-0.3	5	1	-0.4%
Cc1ccc(Oc2ccc(Cl)cc2N)cc1	9	-17	-8	-5	1	-0.4	-4	21	-1.4%
COc1ccc(CSCC(=O)Nc2ccc(S(=O)(=O)N3CCCCCC3)cc2)cc1	6	21	-2	-2	10	0.8	-3	-13	1.3%
CCOc1ccccc1OCCCC(=O)OCC(=O)Nc1cccc(Cl)c1	14	-3	-7	-23	3	-0.6	-1	-11	-0.6%
c1coc(-c2nnc3sc(C4CCCCC4)nn23)c1	9	-8	-3	-1	0	1.2	0	2	3.9%
CCc1ccc(C(=O)NNc2ccc(F)cc2F)cc1	5	0	-7	-9	0	-0.5	0	-51*	0.2%
O=C1N/C(=N/N=C/c2ccc(O)cc2)SC1Cc1ccccc1 (stereo not given)	2	-17	-3	1	2	0.8	4	-12	-3.5%
COC(CNC(=O)C1CCCN(S(=O)(=O)c2ccc3c(c2)oc(=O)n3C)C1)OC (stereo not given)	9	13	13	4	1	0.7	12	-8	-3.5%
COc1ccccc1CNCC(=O)N1CC(=O)Nc2ccccc21	1	-2	-5	3	-1	-0.1	2	-16	0.0%
COc1cc(C2C(C(=O)OC(C)C)=C(C)Nc3ncnn32)cc(OC)c1OC (stereo not given)	3	2	x	6	3	0.2	-1	25	2.6%
Cn1c(Cc2cccs2)nnc1SC/C=C/c1ccccc1	-8	1	0	23	1	-1.9	-3	5	1.0%
Cc1cc(C)c2nc(-c3cccnc3)cc(C(=O)NC(C)c3cnn(C)c3C)c2c1 (stereo not given)	-17	-6	1	-2	2	0.2	7	9	-0.4%
Cc1ccc(C(C(=O)NC2CCCC2)N(C(=O)CNC(=O)c2cccs2)c2cccnc2)o1 (stereo not given)	-2	19	17	3	4	0.5	1	7	1.6%
CCOc1ccc(S(=O)(=O)N(C)CC(=O)NC2CC2)cc1	5	3	-2	1	2	2.0	4	-3	0.9%
O=C(O)CC/C(=C\c1cccc(NC(=O)c2ccccc2Cl)c1)c1nc2ccccc2s1	-21	2	-3	21	3	-0.9	9	0	0.8%
CN1C(=O)c2ccc(C(=O)Nc3ccc(Br)cn3)cc2C1=O	-14	-6	0	4	4	0.0	2	18	u
O=C(COc1ccccc1)Nc1ncn[nH]1	-2	1	-5	9	7	-0.5	5	-3	2.6%
CCCc1cc(=O)[nH]c(SCc2ccc(C#N)cc2)n1	-41	-15	2	12	4	1.8	11	18	0.0%
O=C(COC(=O)c1ccccc1F)Nc1cc(S(=O)(=O)N2CCOCC2)ccc1N1CCCC1	-29	-1	-2	2	0	2.7	-4	-14	11%
COc1cccc(N(C(=O)c2ccn[nH]2)C2(C(=O)Nc3c(C)cccc3C)CCCCC2)c1	-14	0	20	-1	1	-1.0	12	1	-0.6%
CSc1nnc(SCC#N)s1	-6	11	-2	-1	1	-0.6	0	-4	1.5%
CC1(C)CC2CC(C)(CN2S(=O)(=O)c2cccc(C(N)=O)c2)C1 (stereo not given)	-8	11	1	2	3	0.0	4	-8	-0.7%
Cc1ccc(S(=O)(=O)NN)c(C)c1N1CCCC1=O	2	12	-1	11	3	-1.5	7	5	-2.2%
Cc1cc(Oc2ccccc2)nc(-c2ccccc2O)n1	10	-5	5	-20	6	-0.1	-3	22	0.0%

Entries from the list above that have a thiophene ring, fused or not:
SMILES	D2 antagonist	RXFP1 antagonist	D1 potentiator	D2 potentiator	D1 agonist	D2 ag	TRHR PAM	D1 antag	RXFP1 agonist
Cn1c(Cc2cccs2)nnc1SC/C=C/c1ccccc1	-8	1	0	23	1	-1.9	-3	5	1.0%
Cc1ccc(C(C(=O)NC2CCCC2)N(C(=O)CNC(=O)c2cccs2)c2cccnc2)o1 (stereo not given)	-2	19	17	3	4	0.5	1	7	1.6%

Some of these compounds in order of SMILES length, smallest number first:
SMILES	D2 antagonist	RXFP1 antagonist	D1 potentiator	D2 potentiator	D1 agonist	D2 ag	TRHR PAM	D1 antag	RXFP1 agonist
CCc1ccc(C(=O)NNc2ccc(F)cc2F)cc1	5	0	-7	-9	0	-0.5	0	-51*	0.2%
CCOc1ccccc1OCCCC(=O)OCC(=O)Nc1cccc(Cl)c1	14	-3	-7	-23	3	-0.6	-1	-11	-0.6%
Cc1ccc(C(C(=O)NC2CCCC2)N(C(=O)CNC(=O)c2cccs2)c2cccnc2)o1 (stereo not given)	-2	19	17	3	4	0.5	1	7	1.6%

The list continues.
SMILES	D2 antagonist	RXFP1 antagonist	D1 potentiator	D2 potentiator	D1 agonist	D2 ag	TRHR PAM	D1 antag	RXFP1 agonist
CCc1ccc(NC(=O)Nc2cccs2)cc1	-1	-18	-7	-2	11	0.5	-5	-37*	-0.9%
COc1ccc(CN(CC(=O)NC2CCCC2)C(=O)c2onc(C(N)=O)c2N)cc1	10	-2	-1	9	3	0.2	-4	-19	1.1%
O=C(c1sc2ccccc2c1Cl)N(Cc1ccccc1Cl)C1CCS(=O)(=O)C1 (stereo not given)	-1	-20	-4	-9	6	0.0	-2	2	-0.3%
Cc1ccc2c(=O)c(C(=O)c3cccc(Cl)c3)cn(CC(=O)Nc3ccc4c(c3)OCCO4)c2n1	x	-3	3	-8	6	0.2	6	10	9.3%
CC1(C)C(C#N)=C(N)OC2=C1C(=O)CCC2	-15	-7	-2	-10	1	0.9	2	-15	0.1%
O=C(NCc1ccco1)c1cccc(NS(=O)(=O)c2ccccc2F)c1	4	-3	-2	-4	1	2.2	9	0	0.4%
CCOC(=O)N1CCC(NC(=O)C2CCN(c3nc(-c4ccc(OC)cc4)no3)CC2)CC1	6	-12	-10	2	11	0.4	3	-13	-1.5%
CC(=O)c1ccc(NC(=O)C2CCC(C)NC2=O)cc1 (stereo not given)	21	-6	3	-8	2	1.1	9	7	0.7%
CC(C)(C)C1CCc2c(sc3nc(-c4cc5cc(Cl)ccc5oc4=O)[nH]c(=O)c23)C1 (stereo not given)	x	17	-3	-4	0	-0.7	8	-6	-0.4%
Cc1ccc(/C(N)=N/OC(=O)COc2ccc(Cl)c(C)c2)cc1	4	14	-1	-4	15	-2.3	-4	2	1.2%
CCOC(=O)C1CCN(CC(O)COCc2ccc3c(c2)OCO3)CC1 (stereo not given)	-12	-4	3	-39	0	6.8	0	7	1.9%
S=c1[nH]nc(-c2ccc(Cl)cc2Cl)n1-c1ccc2c(c1)OCCO2	-1	-30	6	4	2	-1.1	10	-10	1.6%
O=C(Nc1nnc(-c2ccco2)o1)c1cccc(Cl)c1	15	-17	-9	-5	3	-1.3	7	-7	3.1%
Cc1cc(=O)n2nc(N3CCC(C(=O)NCc4ccc(Cl)cc4)CC3)sc2n1	2	5	14&-1	-1&0	2&0	0.3&-0.1	9&-2	-5&-2	u
CSc1nc(C)c(Cc2ccccc2)c(=O)[nH]1	2	11	9	21	1	-0.3	-3	4	0.0%
CC(C)CCNC(=O)C12CN(Cc3ccccc3)CC1C(c1ccc([N+](=O)[O-])cc1)=NO2 (stereo not given)	x	x	0	-2	7	-1.0	4	7	3.2%
COc1cc2c(cc1OC)CN(C(=O)c1cc(S(=O)(=O)N3CCOCC3)ccc1C)CC2	-3	-26	3	5	0	0.1	-8	12	0.3%
CC(C)Cc1nn2c(=O)cc(COC(=O)c3cccc(NS(C)(=O)=O)c3)nc2s1	x	15	0	3	0	-0.8	-4	1	1.2%
COC(=O)c1c(C)[nH]c(-c2csc(N)n2)c1C	9	-38	7	1	5	0.4	0	12	2.4%
Cc1nc(CS(=O)(=O)c2ccccn2)sc1C(=O)NNC(=O)c1ccccc1	11	3	-6	1	1	0.5	-1	-32*	5.4%
N#Cc1ccccc1CN1C(=O)S/C(=C/c2cccn2-c2ccc(C(=O)O)cc2)C1=O	-5	-13	-6	-4	1	-0.1	3	-12	-1.6%
O=C(COC(=O)C1=NN(c2ccccc2)C(=O)CC1)Nc1ccc([N+](=O)[O-])cc1C(F)(F)F	-8	-1	-11	8	2	0.3	-4	-4	0.9%
CCCCc1cc(=O)oc2cc(OCC(=O)N3CCOCC3)ccc12	-27	-1	-4	-5	1	-0.2	1	-7	1.0%
Cc1ccc(N)cc1S(=O)(=O)N(C)C	-8	-14	-1	-1	2	0.2	14	-24	1.8%
COc1cc2[nH]c(=O)n(Cc3ccc(C(=O)N4CCN(c5cccc(C)c5C)CC4)cc3)c(=O)c2cc1OC	x	x	1	-31	1	0.8	1	-7	-1.3%
CCC(C)NC(=O)c1ccc(CSCc2cccc(F)c2)o1 (stereo not given)	-2	0	0	-8	5	0.8	5	0	-1.8%
CCn1cnc2sc(C(=O)Oc3cccc(C)c3)c(C)c2c1=O	-2	15	-3	x	2	0.3	0	0	0.3%
CCOC(=O)c1cn(CC#N)c2cc(F)c(F)cc2c1=O	-9	-13	-5	7	-1	-0.2	4	-26	-0.9%
COC(=O)c1ccc(C(=O)NC2CC(C)(C)Cc3c2cnn3-c2ccc(F)cc2)nc1 (stereo not given)	2	-17	1	-5	6	1.3	7	0	1.9%
O=C(c1ccccc1)c1ccc2nc(N3CCN(c4ccccc4)CC3)c3nncn3c2c1	x	-23	-2	0	1	-0.4	4	11	2.3%
CS(=O)(=O)N(Cc1ccccc1)c1ccc(C(=O)NCc2cccnc2)cc1	1	7	-6	4	1	0.8	-3	-11	0.1%
Cc1ccc(Cl)cc1N1CCN(CCCNC(=O)c2ccc3nc(N4CCCCC4)sc3c2)CC1	x	x	2	-19	1	x	2	-3	-1.9%
Cc1ccc(S(=O)(=O)N2CCC(C(=O)OCC(=O)NC3(C#N)CCCCC3)CC2)cc1C	-3	-10	-2	-5	4	0.2	-11	-18	-0.6%
Cc1cc(/C=C2/NC(=O)N(Cc3ccccc3F)C2=O)c(C)n1C	7	-17	1	-3	1	0.1	13	4	2.1%
CC(=O)Nc1cc(C(=O)NCc2ccc(F)cc2)ccc1Sc1ccc(C)cc1	x	-20	-1	19	-3	0.6	5	-39*	2.7%

Screening data: PubChem BioAssay, National Center for Advancing Translational Sciences (NCATS)
